# High-throughput results (PubChem BioAssay)
# M. tuberculosis: growth inhibition of non-replicating M. tuberculosis (AID 488890); inhibition, % at 25 µM, or IC50 in µM where a hit was titrated; hit rate 0.39% among 320,000; Mycobacterium tuberculosis non-replicating, growth inhibition; higher % means a stronger effect; in the data active = a potency from the dose series; inconclusive = inhibition mostly from about 82% at the one dose, without a potency; inactive = the rest, 99 in 100 with inhibition below about 76%;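 note: plate controls were DMSO cells for no effect and high antibiotic wells for full effect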
# PhoP GFP inhibition: Inhibition of PhoP regulon, Salmonella typhi GFP reporter cells, confirmation, 4 h (AID 1850); inhibition, % at 50 µM, or IC50 in µM where a hit was titrated; Salmonella Typhi PhoP-promoter GFP reporter, fluorescence, 4 h; higher % means a stronger effect; hit rate 0.33% among 310,000; in the data active = a potency from the dose series; inconclusive = inhibition mostly from about 25% at the one dose, without a potency; inactive = the rest, 99 in 100 with inhibition below about 19%;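 note: 0% = induced wells with vehicle and 100% = uninduced wells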
# inhibitors of VEEV: inhibitors of VEEV TC-83 cytopathic effect, confirmation, Vero cells (AID 588727) | inhibition, % at 20 µM; hits with a dose series show IC50 in µM | Vero cells, VEEV TC-83 cytopathic effect inhibition; higher % means a stronger effect | hit rate 0.13% among 350,000; in the data active = a potency from the dose series; inconclusive = inhibition mostly from about 14% at the one dose, without a potency; inactive = the rest, 99 in 100 with inhibition below about 12%; note: strong numbers were not always called active
# H1N1 NS1A inhibition: NS1A inhibition, H1N1 influenza, cell based functional assay (AID 504329); NS1A functional cell-based assay, percent inhibition; higher % means a stronger effect; inhibition, % at 12.5 µM, or IC50 in µM where a hit was titrated; hit rate 0.3% among 340,000; in the data active = a potency from the dose series; inconclusive = inhibition above about 27% without an active follow-up result; note: strong numbers were not always called active
# M. tuberculosis HTS: M. tuberculosis growth inhibition, HTS (AID 449762); M. tuberculosis H37Rv growth inhibition, 7H9 media; higher % means a stronger effect; inhibition, % at 25 µM; hits with a dose series show IC50 in µM; hit rate 0.59% among 330,000; in the data active = a potency from the dose series; inconclusive = inhibition above about 70% without an active follow-up result;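 note: bacterial growth assessed after seven days of incubation; strong numbers were not always called active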
# inhibitors of VEEV 10K pilot screen: second read-out of inhibitors of VEEV, no call of its own (marks repeat the call); inhibition, %; measured here: 10K pilot screen inhibition
# Active calls of the source: *; i = inactive; ? = inconclusive; . = no result given; & = joins results of further samples.
SMILES,M. tuberculosis,PhoP GFP inhibition,inhibitors of VEEV,H1N1 NS1A inhibition,M. tuberculosis HTS,others
Nc1cccc(S(=O)(=O)Nc2ccc(Br)cc2)c1,-3%,0%,5.4%,19%,3%,
Cc1cc(C)n(Cc2cccc(F)c2)c(=O)c1C#N,1%,-1%,7.7%,4%,-7%,
CN1CCN(C2OC(=O)c3ccccc32)CC1 (stereo not given),-15%,-3%,i,-1%,-4%,
O=C(CSC1=Nc2ccccc2C2=NC(CC(=O)NC3CCCCC3)C(=O)N12)NCc1ccco1 (stereo not given),30%,-3%,0.9%,14%,-9%,
O=C(CSc1nc2ccccc2n1Cc1ccc(Cl)cc1)N/N=C/c1ccccc1C(=O)O,20%,0%,i,-4%,-2%,
O=C(Nc1ccc(Nc2ccccc2)cc1)c1cccc(F)c1,40%,-1%,0.4%,-7%,10%,
CN(CC(=O)Nc1cccc(S(=O)(=O)NC2=NCCC2)c1)Cc1ccccc1Cl,-4%,.,7.7%,0%,-7%,
Cc1cc(NC(=O)C(C)SCC(=O)OC(C)C(=O)Nc2cccc(C#N)c2)no1 (stereo not given),-21%,3%,i,-1%,-2%,
CCCCOC(=O)Cn1c(=O)n(CC(=O)OCCCC)c2cc(C)ccc21,?,-3%,8.9%,2%,50%,
Cc1cc(-c2ccc(C)c(S(=O)(=O)Nc3cccc(CN4CCCC4)c3)c2)on1,31%,1%,0.1%,-3%,-1%,
COc1ccc(S(=O)(=O)N2CCCC2=O)cc1N(C)S(C)(=O)=O,-9%,-6%,0.3%,-34%,-1%,
Cn1c(CCNC(=O)c2cccs2)nnc1SCC(=O)N1CCN(c2ccccc2)CC1,0%,-7%,3.3%,1%,-6%,
COc1ccc(N2C(=O)CCC(C(=O)Nc3ccccn3)C2c2ccc(OC)c(OC)c2)cc1 (stereo not given),4%,2%,0.5%,7%,-12%,
COc1ccc(-c2nc3c(=O)n(C)c(=O)[nH]c3n2CCc2ccccc2)cc1,-22%,-6%&10%,0.1%,-4%,0%,
Cc1nnc(NC(=O)CSc2nc(CC(C)C)nc3c2c(=O)n(C)c(=O)n3C)s1,-4%,-13%,3.4%,-1%,-2%,
COc1ccc(CC(=O)Nc2ccc(S(=O)(=O)N(C)C3CCN(C)CC3)cc2)cc1,26%,.,i,-1%,-4%,
COc1ccc(C)cc1N1C(=N)/C(=C2/Nc3ccccc3S2)C(c2ccccc2)C1=O (stereo not given),?,-1%,32%,19%,70%,
Cc1ccccc1N1C(=O)CC(Nc2ccc3c(c2)OCO3)C1=O (stereo not given),1%,0%,2.6%,3%,53%,inhibitors of VEEV 10K pilot screen=1.0
COc1ccc(N2CCN(C(=O)CSc3nnc4c(C)cc5c(C)cc(C)cc5n34)CC2)cc1,14%,5%,i,1%,0%,
N#CNC(=Nc1cccc(C(F)(F)F)c1)SCc1ccc(C(=O)O)cc1,4%,-2%,3.3%,-8%,4%,
Cc1cc(O)c(C(C)C)cc1NC(=O)c1ccc(Cl)cc1,58%,0%,8.8%,-14%,?,
CCOC(=O)C1(c2ccccc2)CCN(CCc2ccc(NC(=O)CCC(=O)O)cc2)CC1,.,.,2.5%,-16%,.,
Cc1ccc(C)c(NC(=S)NC(NC(=O)Cc2cccc3ccccc23)C(Cl)(Cl)Cl)c1 (stereo not given),-12%,-9%,?,-5%,-10%,
COC(=O)c1ccc(COc2ccccc2/C=C(\C#N)C(=O)Nc2c(C)cccc2C)cc1,1%,-1%,11%,-5%,-10%,

# Pulled by structure from the list above:
SMILES,M. tuberculosis,PhoP GFP inhibition,inhibitors of VEEV,H1N1 NS1A inhibition,M. tuberculosis HTS,others
Cc1ccc(C)c(NC(=S)NC(NC(=O)Cc2cccc3ccccc23)C(Cl)(Cl)Cl)c1 (stereo not given),-12%,-9%,?,-5%,-10%,
Cc1nnc(NC(=O)CSc2nc(CC(C)C)nc3c2c(=O)n(C)c(=O)n3C)s1,-4%,-13%,3.4%,-1%,-2%,
COc1ccc(CC(=O)Nc2ccc(S(=O)(=O)N(C)C3CCN(C)CC3)cc2)cc1,26%,.,i,-1%,-4%,
COc1ccc(C)cc1N1C(=N)/C(=C2/Nc3ccccc3S2)C(c2ccccc2)C1=O (stereo not given),?,-1%,32%,19%,70%,

# (more compounds)
SMILES,M. tuberculosis,PhoP GFP inhibition,inhibitors of VEEV,H1N1 NS1A inhibition,M. tuberculosis HTS,others
CC1=NN(C(=O)c2ccc(Cn3cc(Br)c([N+](=O)[O-])n3)o2)C(O)(C(F)(F)F)C1 (stereo not given),?,-7%,1.3%,-1%,9%,
COc1ccc(N(Cc2ccccc2)S(=O)(=O)c2cccc(C(=O)NCC3CCCO3)c2)cc1 (stereo not given),.,.,7.0%,13%,.,
CC(C)(C)C(=O)/C(C#N)=C/c1cccs1,-6%,-6%,i,1%,-1%,
CCOc1ccccc1NC(=O)N1CCC2(CC1)OCCO2,-4%,-3%,0.3%,0%,-3%,
c1ccc(-n2nnnc2-n2nnc3ccccc32)cc1,-4%,-4%,i,4%,-5%,
O=C(CN(C(=O)c1csnn1)c1cccc(F)c1)NC1CCCC1,-17%,-12%,2.0%,2%,4%,
CC(C)Cn1cc(C(=O)NCc2cccs2)c2c3ccccc3n(C)c2c1=O,-1%,-5%,1.4%,-18%,-4%,
Cc1ccc2c(c1)NC(=O)C(CC(=O)NCc1ccc(F)cc1)O2 (stereo not given),12%,-12%,i,9%,0%,
Cc1cc(N2CCOCC2)nc2ccc(NC(=O)CCC(=O)N3CCN(c4cccc(C(F)(F)F)c4)CC3)cc12,27%,-14%,i,-2%,?,
Cc1cc2c(=O)oc(-c3ccc(F)cc3)nc2s1,?,-2%,0.9%,-1%,-3%,
COc1ccc(S(=O)(=O)N2CCc3ccccc32)cc1C(=O)OCc1c(C)noc1C,7%,-11%,8.9%,-1%,-5%,
CC(C)CCN(C(=O)c1ccccn1)c1c(N)n(Cc2ccccc2)c(=O)[nH]c1=O,24%,.,i,9%,0%,

# Next section (two carried over from the part before).
SMILES,M. tuberculosis,PhoP GFP inhibition,inhibitors of VEEV,H1N1 NS1A inhibition,M. tuberculosis HTS,others
COc1ccc(S(=O)(=O)N2CCc3ccccc32)cc1C(=O)OCc1c(C)noc1C,7%,-11%,8.9%,-1%,-5%,
CC(C)CCN(C(=O)c1ccccn1)c1c(N)n(Cc2ccccc2)c(=O)[nH]c1=O,24%,.,i,9%,0%,
COc1ccc(/C=N/NC(=O)c2ccc(C)cc2)cc1CN1CCN(c2ccc(F)cc2)CC1,6%,-20%,i,2%,3%,
COc1ccc(OC)c(C(=O)NC(CC(N)=O)c2ccc(N3CCC(N4CCCC4)CC3)c([N+](=O)[O-])c2)c1 (stereo not given),-20%,-1%,0.6%,10%,-3%,
CCN(CC(=O)Nc1c(F)cccc1F)C(=O)c1ccc(=O)n(C)n1,.,.,1.9%,-6%,.,
CNC(=O)C1C(=S)NC(N)=C(C#N)C1c1ccccc1 (stereo not given),16%,9%,0.7%,4%,-6%,
Cc1cc(C(=O)C[N+]2(C)CCOCC2)c(C)n1-c1ccc(Br)cc1,5%,4%,0.6%,1%,-3%,
COC(=O)CNC(c1ccccc1)c1cc(C)ccc1NS(=O)(=O)c1ccc(C)cc1 (stereo not given),32%,2%,i,29%,15%,
NS(=O)(=O)c1cccc(NC(=O)COC(=O)Cc2n[nH]c(=O)c3ccccc23)c1,18%,.,2.2%,1%,-3%,
CC(=O)Oc1ccc(C(=O)OCC(=O)c2c(N)n(C)c(=O)n(C)c2=O)cc1OC(C)=O,-16%,9%,1.2%,-1%,2%,
COc1ccc(CCNC(=O)c2n[nH]c(=O)c3ccccc23)cc1,-10%,1%,1.2%,-6%,-5%,
COc1cc(NS(=O)(=O)c2c(C)oc3c(F)c(F)c(F)c(F)c23)cc(OC)c1OC,9%,-2%,7.9%,-11%,5%,
COc1ccc2[nH]c(C(=O)N3CCN(c4ccccc4F)CC3)c(C)c2c1,26%,1%,1.8%,5%,-11%,
C=CCn1c(SCC(=O)Nc2cccnc2Cl)nnc1-c1ccc(Cl)cc1,1%,1%,0.5%,39%,5%,

# 3 compounds out of the list, arranged by SMILES length, lowest first:
SMILES,M. tuberculosis,PhoP GFP inhibition,inhibitors of VEEV,H1N1 NS1A inhibition,M. tuberculosis HTS,others
Cc1cc(C(=O)C[N+]2(C)CCOCC2)c(C)n1-c1ccc(Br)cc1,5%,4%,0.6%,1%,-3%,
COC(=O)CNC(c1ccccc1)c1cc(C)ccc1NS(=O)(=O)c1ccc(C)cc1 (stereo not given),32%,2%,i,29%,15%,
COc1ccc(OC)c(C(=O)NC(CC(N)=O)c2ccc(N3CCC(N4CCCC4)CC3)c([N+](=O)[O-])c2)c1 (stereo not given),-20%,-1%,0.6%,10%,-3%,

# Next section.
SMILES,M. tuberculosis,PhoP GFP inhibition,inhibitors of VEEV,H1N1 NS1A inhibition,M. tuberculosis HTS,others
O=C(NCc1cccs1)c1ccc2c(c1)ncn2C1CCCC1,2%,-10%,0.4%,2%,-5%,
CN(C)C(=O)CSc1ccc(S(=O)(=O)N2CCCC2)cn1,.,.,2.9%,0%,.,
O=C(CN1C(=O)C2CCCCN2C(=O)c2ccccc21)Nc1ccc(F)cc1 (stereo not given),8%,12%,1.9%,-4%,4%,
CCOc1ncccc1C(=O)Nc1ccc(C)cn1,5%,-2%,9.3%,-11%,5%,
CC(=O)Nc1ccc(C(=O)OCC(=O)NC(=O)NC(C)(C)C)cc1,8%,5%,1.2%,7%,0%,inhibitors of VEEV 10K pilot screen=0.4
CN(CC(=O)N1CCN(c2ccccn2)CC1)S(=O)(=O)c1ccccc1,-3%,-5%,0.5%,-2%,-11%,
Cc1ccc(/C=C/S(=O)(=O)NCC(=O)OCC(=O)N2CC(=O)Nc3ccccc32)cc1,3%,12%,1.2%,-4%,-1%,
O=C(CS(=O)CC(=O)N(CC(=O)NC1CCCC1)c1ccccc1F)Nc1ccc(F)cc1 (stereo not given),-3%,1%,1.4%,-4%,6%,
CN(C)NC(=O)c1ccsc1NC(=O)c1ccc(S(=O)(=O)N(C)C)cc1,10%,8%,13%,1%,-8%,inhibitors of VEEV 10K pilot screen=10
COc1ccc(OC)c2[nH]c(=O)c(CCNC(=O)c3ccc(S(=O)(=O)N4CCCCC4)cc3)cc12,-9%,2%,7.8%,-5%,-5%,
CC(NC(=O)CNC(=O)C1CCCCC1)c1ccc(S(N)(=O)=O)cc1 (stereo not given),-6%,3%,0.7%,5%,4%,
OC(CNc1nc(-c2cccnc2)nc2ccccc12)c1ccccc1 (stereo not given),49%,1%,11%,0%,13%,

# Of the compounds above, these contain a furan ring, fused or not.
SMILES,M. tuberculosis,PhoP GFP inhibition,inhibitors of VEEV,H1N1 NS1A inhibition,M. tuberculosis HTS,others
O=C(CSC1=Nc2ccccc2C2=NC(CC(=O)NC3CCCCC3)C(=O)N12)NCc1ccco1 (stereo not given),30%,-3%,0.9%,14%,-9%,
CC1=NN(C(=O)c2ccc(Cn3cc(Br)c([N+](=O)[O-])n3)o2)C(O)(C(F)(F)F)C1 (stereo not given),?,-7%,1.3%,-1%,9%,
COc1cc(NS(=O)(=O)c2c(C)oc3c(F)c(F)c(F)c(F)c23)cc(OC)c1OC,9%,-2%,7.9%,-11%,5%,
